PfHsp90 yeast 2 – growth inhibition of yeast expressing Plasmodium Hsp90 | inhibition, % at 9.4 µM | S. cerevisiae expressing PfHsp90, BacTiter-Glo ATP, 48 h; yeast lacking PDR1 and PDR3 efflux regulators | 310,000 compounds, 0.32% hits;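 active = every replicate shows inhibition above about 80%, whatever the replicate mean, limit read from the data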;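 also: 0% = DMSO neutral controls and 100% = 20 µM radicicol positive controls; yeast relying on Plasmodium falciparum Hsp90 in place of its own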
E coli growth – bacterial growth inhibition, counter-screen for AddAB inhibitors | inhibition, % at 11.9 µM | E. coli V3065 growth, OD600 absorbance, 18 h | AID 449728 | 330,000 compounds, 0.27% hits;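 active = inhibition above the campaign's mean inhibition across all tested compounds plus 3 SD, cut at about 9.9% in these data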;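 also: uninfected addAB+ strain grown without phage in ampicillin broth; 0% = DMSO wells and 100% = ciprofloxacin 0.95 µg/ml wells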
Tat transport – E. coli Tat transport inhibition. 340,000 compounds, 0.036% hits. E. coli MC4100 TorA-mCherry Tat export, fluorescence. inhibition, % at 10 µM;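 active = mean replicate inhibition at least 50% and at least half of replicates individually reaching 50%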;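 also: exported cargo escapes ClpAP degradation while cytoplasmic cargo is degraded and loses fluorescence; 0% = median of neutral control wells and 100% = median of NaSCN control wells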
HTR5A inv ctr – counter-screen for OPRM1-OPRD1 inverse agonists: human HTR5A inverse agonism | 340,000 compounds, 0.083% hits | HTR5A cell line, luminescence | P47898 | AID 504634 | inhibition, % at 9.3 µM; in the data active = inhibition mostly above about 23%, no sharp cut-off; inactive = mostly below about 18%;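 also: 0% = cells with DMSO and 100% = no-cell wells with DMSO; some compounds called inactive have numbers as strong as hits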
AddAB inh – less growth of phage-infected E. coli with AddAB. E. coli expressing H. pylori AddAB, absorbance growth. inhibition, % at 11.9 µM. 330,000 compounds, 0.29% hits. AID 435030; in the data active = inhibition above about 12%;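 also: 0% = vehicle wells of infected cells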
MOR-DOR ag – agonists of human mu-delta opioid receptor heterodimerization | P35372+P41143 | cells, OPRM1-OPRD1 heterodimerization, luminescence | activation, % at 9.3 µM | 340,000 compounds, 0.3% hits | AID 504326; in the data active = activation above about 18%;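 also: 0% = vehicle-treated cells and 100% = reference agonist; values of inactives mirror those of a sister screen read the other way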
Target sequence (P35372 whole entry, looked up): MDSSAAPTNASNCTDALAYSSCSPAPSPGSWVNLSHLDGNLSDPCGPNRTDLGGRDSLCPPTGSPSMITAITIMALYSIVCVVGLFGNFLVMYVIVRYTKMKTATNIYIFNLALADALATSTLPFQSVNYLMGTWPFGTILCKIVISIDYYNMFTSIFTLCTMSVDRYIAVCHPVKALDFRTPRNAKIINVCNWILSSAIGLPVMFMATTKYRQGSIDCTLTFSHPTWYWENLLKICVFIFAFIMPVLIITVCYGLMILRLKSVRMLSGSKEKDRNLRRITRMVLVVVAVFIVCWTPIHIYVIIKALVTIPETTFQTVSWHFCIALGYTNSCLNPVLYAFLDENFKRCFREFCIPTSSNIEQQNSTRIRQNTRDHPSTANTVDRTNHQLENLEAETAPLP
Target sequence (P41143 whole entry, looked up): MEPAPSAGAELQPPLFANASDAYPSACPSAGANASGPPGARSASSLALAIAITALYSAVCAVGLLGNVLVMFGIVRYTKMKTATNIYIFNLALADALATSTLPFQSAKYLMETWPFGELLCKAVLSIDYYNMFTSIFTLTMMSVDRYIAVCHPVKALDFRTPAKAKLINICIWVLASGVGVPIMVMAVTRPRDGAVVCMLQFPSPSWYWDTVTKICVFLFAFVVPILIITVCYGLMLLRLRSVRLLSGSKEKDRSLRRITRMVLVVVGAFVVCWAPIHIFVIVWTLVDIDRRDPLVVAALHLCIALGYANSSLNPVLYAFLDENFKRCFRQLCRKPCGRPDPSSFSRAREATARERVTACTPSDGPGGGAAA
OPRM1-OPRD1 inv – mu-delta opioid heterodimer inverse agonism; cell-based MOR-DOR heterodimer luminescence; 340,000 compounds, 0.21% hits; inhibition, % at 9.3 µM; AID 504357; P35372+P41143; in the data active = inhibition above about 22%, passing the limit was not always enough;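 also: 0% = cells with DMSO and 100% = wells without cells with DMSO; values of inactives mirror those of a sister screen read the other way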
Mot1-301 SUMO – SUMOylation pathway inhibition by Mot1-301 growth rescue; S. cerevisiae Mot1-301 growth rescue, ATP luminescence, 38.5C; percent above DMSO median, 100 means doubled; AID 2716; growth rescue, % at 18.8 µM; 320,000 compounds, 1% hits;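 active = every valid replicate shows activation above 250% relative to neutral control wells; inactive = the rest, any valid replicate at or below 250%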;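 also: OY570 slx delta 5 strain wells were the positive control but not used for scaling; some compounds called inactive have numbers as strong as hits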
PKA-R1A activ – activates the PKA-R1A holoenzyme complex; P00514+P68181; PKA-R1A dissociation, Cy5-IP20 fluorescence polarization; scaled: DMSO 0%, 113 µM cGMP 100%; activation, % at 11.4 µM; 340,000 compounds, 0.083% hits; AID 504707;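 active = percent activation above the mean of all tested compounds plus 3 SD, cut at about 19% in these data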;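 also: higher means more PKAc released from R1A so a rise in polarization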
PKA-R2B act – activators of human PKA-R2B complex | P22694+P31323 | PKA-R2B holoenzyme dissociation, Cy5-IP20 fluorescence polarization; R2B truncated from residue 108, S112A mutant; 0% DMSO only, 100% 113 µM cGMP | 340,000 compounds, 0.079% hits | AID 504700 | activation, % at 11.4 µM;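 active = activation above a cutoff set at the mean over all compounds plus 3 SD, cut at about 18% in these data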;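 also: higher means more holoenzyme dissociation and a rise in polarization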
phage Ecoli inh – E. coli growth loss with phage present; growth absorbance; inhibition, % at 11.9 µM; 360,000 compounds, 0.26% hits; AID 651602; in the data active = inhibition above about 11%
An asterisk follows results filed as active; nt = not tested or not shown.

SMILES	PfHsp90 yeast 2	E coli growth	Tat transport	HTR5A inv ctr	AddAB inh	MOR-DOR ag	OPRM1-OPRD1 inv	Mot1-301 SUMO	PKA-R1A activ	PKA-R2B act	phage Ecoli inh
O=C(c1ccc(Cl)cc1)[C@@H]1[C@@H]2C(=O)N(c3cccc4ccccc34)C(=O)[C@@H]2C2c3ccccc3C=NN21 (stereo partly specified)	10.3	1.6	5.7	4.7	3.7	0.2	-0.9	-27.5	12.8	1.1	6.4
COc1ccc(-c2cc3nc4c(c(N5CCC6(CC5)OCCO6)n3n2)CCC4)cc1	16.6	0.4	-12.5	-2.0	1.0	-5.0	24.4	7.6	-6.5	-1.6	1.4
COc1ccc(CC(=O)Nc2ccc(C(=O)NCC(C)C)cc2)cc1	nt	-0.2	-20.0	8.8	2.7	-1.7	8.2	-11.0	0.0	2.2	4.0
COc1ccc2c(c1)c(=O)cc(-c1ccccc1)n2C	-23.9	0.2	-5.2	-29.3	0.3	-2.6	15.4	1.4	-3.6	6.3	3.6
Cc1nn(C)c(C(=O)N2CCN(C(=O)c3ccco3)CC2)c1[N+](=O)[O-]	-8.8	-2.1	-6.1	-1.4	4.3	0.1	-0.4	-7.7	-7.7	5.3	2.4
O=C(COc1cccnc1[N+](=O)[O-])Nc1c(Cl)cccc1Cl	5.2	2.5	3.1	4.7	1.3	-3.3	17.3	47.0	3.9	-8.8	3.9
Cc1ccc(C(=O)NN2C(=O)C3C4C=CC([C@@H]3C2=O)C42CC2)cc1 (stereo partly specified)	-6.8	-0.1	-16.4	4.8	1.0	-2.9	14.9	-3.5	-2.1	9.1	2.9
Cc1nc2cc(C(=O)OCC(=O)Nc3cccc(Cl)c3)ccc2n1-c1ccccc1	48.9	-1.0	1.8	-13.9	2.2	-1.4	7.6	6.0	0.0	-3.9	2.5
C=CCN1C(=O)C2(OCCCO2)c2cc(CCCC)ccc21	9.8	1.8	-1.4	-31.7	1.7	6.3	-31.3	-2.2	12.5	-2.9	4.3
CC(C)(C)c1nnc2sc(SCC(=O)N3CCCc4ccccc43)nn2c1=O	23.8	0.2	-2.1	-8.8	1.4	0.1	-0.7	5.8	-2.5	8.8	1.7
CC(C)NC(=O)NC(=O)CN1c2cccc3cccc(c23)S1(=O)=O	30.6	0.0	0.1	8.8	-1.1	3.3	-16.4	5.9	-0.8	0.1	-1.0
CC(C)C(NC(=O)c1ccc(C(C)(C)C)cc1)C(=O)Nc1ccc(N2CCOCC2)cc1 (stereo unspecified)	9.6	-0.9	2.3	7.4	-0.3	-2.0	7.6	-0.6	2.6	-4.8	0.1
COc1cccc2cc3c(=O)oc4ccccc4c3nc12	-14.1	3.5	-10.3	7.3	-1.3	-1.4	7.5	210.8	-9.9	-6.4	2.5
Cc1ccc2c(c1)N(CC(=O)N1CCN(c3nc4ccccc4s3)CC1)C(=O)C(C)O2 (stereo unspecified)	-2.2	-0.9	1.0	-4.6	0.2	-2.3	12.2	-2.5	5.5	-7.0	0.9
COc1ccc(C2CC(=O)c3sc(NC(C)=O)nc3C2)cc1 (stereo unspecified)	-11.1	-1.2	-5.7	17.6	2.8	-1.6	10.2	-5.4	0.9	4.9	1.2
CCn1c(SCC(=O)O)nnc1-c1ccc2[nH]c(C)c(C)c2c1	-19.2	-1.0	-3.4	-33.7	3.5	-0.2	1.3	-3.4	-6.0	0.9	3.5
O=C(Nc1ccc(F)c(Cl)c1)c1cc(-c2ccco2)on1	18.3	-1.8	-3.6	-6.3	3.3	-0.6	3.7	19.4	-10.2	-10.6	1.6
COc1cccc(NC(=O)CN(C)C(=O)c2c(-c3ccccc3)noc2C)c1	20.4	-0.1	-1.4	1.4	1.3	-3.9	15.8	-9.2	4.3	3.2	2.8
Cc1cccc(OC(C)C(=O)Nc2ccc(S(=O)(=O)N3CCCC3)cc2)c1 (stereo unspecified)	7.2	-1.6	5.0	-7.8	3.5	2.3	-15.9	8.4	-16.2	-7.2	5.2
Cn1cc(CN2CCCC(CNC(=O)c3ccc4c(c3)OCO4)C2)c2ccccc21 (stereo unspecified)	7.5	-1.6	-2.5	-7.8	0.7	0.3	-1.3	10.9	1.5	-11.0	3.4

Record cards, as listed above. Screens in order: PfHsp90 yeast 2, E coli growth, Tat transport, HTR5A inv ctr, AddAB inh, MOR-DOR ag, OPRM1-OPRD1 inv, Mot1-301 SUMO, PKA-R1A activ, PKA-R2B act, phage Ecoli inh
`Cn1cc(CN2CCCC(CNC(=O)c3ccc4c(c3)OCO4)C2)c2ccccc21` (stereo unspecified) is entered as 7.5, -1.6, -2.5, -7.8, 0.7, 0.3, -1.3, 10.9, 1.5, -11.0, 3.4
`CCn1c(SCC(=O)O)nnc1-c1ccc2[nH]c(C)c(C)c2c1` is entered as -19.2, -1.0, -3.4, -33.7, 3.5, -0.2, 1.3, -3.4, -6.0, 0.9, 3.5
`COc1ccc2c(c1)c(=O)cc(-c1ccccc1)n2C` is entered as -23.9, 0.2, -5.2, -29.3, 0.3, -2.6, 15.4, 1.4, -3.6, 6.3, 3.6
`CC(C)(C)c1nnc2sc(SCC(=O)N3CCCc4ccccc43)nn2c1=O` is entered as 23.8, 0.2, -2.1, -8.8, 1.4, 0.1, -0.7, 5.8, -2.5, 8.8, 1.7

Following part.
SMILES	PfHsp90 yeast 2	E coli growth	Tat transport	HTR5A inv ctr	AddAB inh	MOR-DOR ag	OPRM1-OPRD1 inv	Mot1-301 SUMO	PKA-R1A activ	PKA-R2B act	phage Ecoli inh
COc1cc2nc(C3CCC3)n(NC(=O)c3ccco3)c(=O)c2cc1OC	nt	-2.6	-5.6	8.0	-1.5	0.3	-1.3	-5.9	7.5	-2.5	1.5
CCOc1ccc(NC(=O)CN2CCN(CC(=O)Nc3ccc4c(c3)OCO4)CC2)cc1	8.5	-1.3	6.4	-9.5	0.8	-2.1	8.8	-9.3	-4.3	-1.2	0.9
CC(=O)c1ccc(NC(=O)CSc2ccsc2[N+](=O)[O-])cc1	-7.6	nt	-3.4	-22.5	nt	-2.1	10.3	nt	9.3	2.2	7.8
CCc1ccc(CNCc2ccc(F)cc2)cc1	5.6	0.9	-2.7	9.1	0.6	6.1	-29.3	27.4	5.6	-4.3	6.2
CCc1nc2cc(Cl)c(Cl)cc2[nH]1	5.1	0.8	7.5	-20.6	-1.0	-1.2	6.8	-2.8	3.0	-9.4	5.1
CC(C)NC(=O)c1ccc2c(=O)n(C3CCCC3)c(=S)[nH]c2c1	nt	1.1	-5.8	-1.2	6.3	1.3	-6.7	3.3	-1.4	3.5	1.1
CC(=O)c1cc2c(cc1NC(=O)CN1CCCCCC1)OCO2	-2.1	-2.0	0.9	-15.7	-0.7	1.5	-8.1	-9.1	-4.0	-8.5	0.1
CCCOC(=O)Nc1ccc(C(N)=O)cc1	6.8	-1.0	-8.9	1.1	1.2	-0.2	1.2	-13.4	-4.7	5.6	2.6
COc1cccc(NC(=O)N2CCN(S(C)(=O)=O)CC2)c1	-7.1	-2.0	-6.5	0.7	-0.4	-1.4	6.9	-11.2	-8.5	-6.6	3.9
O=c1c2ccccc2nc2n1CCS2(=O)=O	12.1	-1.5	-3.5	nt	5.2	nt	nt	-1.6	nt	nt	-0.1
COc1ccc(C(=O)/C=C2\NCCc3cc(OC)c(OC)cc32)cc1OC	0.6	-1.5	0.5	4.2	-0.7	4.3	-20.2	-12.1	2.5	-4.5	2.1
O=C(NNC(=O)c1ccncc1)Nc1cccc([N+](=O)[O-])c1	4.1	2.0	4.3	10.3	-2.2	-1.4	7.2	430.3*	-9.5	5.0	4.6
CC(=O)c1ccc(NC(=O)c2cc3ccccc3o2)cc1	-8.9	-2.3	1.7	-11.2	4.4	0.4	-2.0	4.9	-4.8	-7.7	1.6
CCCCCCCc1n[nH]c(=S)n1Cc1ccccc1	-33.3	-2.5	16.5	-13.8	-1.4	6.7	-33.2	-11.7	-12.1	0.5	1.4
CCOC(=O)c1[nH]c2ccc(Cl)cc2c1NC(=O)c1nonc1C	-5.0	-1.9	-5.1	4.1	-1.6	-0.3	1.5	-4.3	-1.6	-2.5	1.6
Cc1ccc(N2C(=O)C3CCCN3C2=S)cc1Cl (stereo unspecified)	12.8	-0.5	6.3	-9.4	0.7	-2.1	9.3	0.0	-6.3	-10.9	0.1
Cc1cccc(N2CC(C(=O)NC3CCCCCC3)CC2=O)c1C (stereo unspecified)	-15.1	0.2	-1.7	1.0	1.9	3.4	-13.4	-6.4	3.6	-1.4	-2.3
COc1ccc(C(=O)NC(=S)Nc2nc(C)c(C(=O)N(C)C)s2)cc1	-5.6	-1.2	-3.1	-15.5	1.6	-1.8	9.9	344.7	3.0	-5.2	2.6
CCN(CC)CCNC(=O)CN1C(=O)COc2ccc(S(=O)(=O)N3CCOCC3)cc21	10.0	0.9	-2.6	-7.1	4.2	-2.6	13.5	nt	-9.1	-4.8	-1.0
NC(=O)COC(=O)c1c2c(nc3ccccc13)CCCC2	23.2	-2.5	0.8	6.9	2.4	-2.5	11.7	-7.9	-1.1	-5.7	0.1
COC(=O)[C@@H]1C[C@H]2CC[C@H](O)C[C@H]2N1Cc1ccccc1OS(=O)(=O)c1ccc(C)cc1	-10.7	-2.1	5.7	-5.9	-0.5	0.1	-0.6	-3.0	3.2	-13.9	-1.9
Nc1c(C(=O)NCc2ccccc2)c2nc3ccccc3nc2n1-c1ccc2c(c1)OCO2	6.1	2.7	-10.6	27.6	3.0	3.9	-23.1	4.0	8.5	-4.9	-0.5
CSc1ccc(/C=C/C(=O)OCC(=O)N2CCc3ccccc32)cc1	nt	-1.1	3.9	-2.6	-0.1	-0.4	1.4	8.9	-14.6	0.5	0.6
COc1ccc(COCC(O)CN2CCOCC2)cc1OC (stereo unspecified)	-0.2	-1.5	6.1	-5.9	-0.4	-2.7	11.8	-6.8	0.2	-4.2	0.8
Cc1ccc(-c2nnn(CC(=O)Nc3ccc(S(=O)(=O)N4CCC(C)CC4)cc3)n2)cc1	-30.8	-1.8	-5.9	-65.3	0.1	46.6*	-229.6	6.0	-11.5	-0.3	3.6
CCOC(=O)c1c(NC(=O)C(=O)N/N=C/c2ccc(OCC)cc2)sc2c1CCCCC2	-25.2	0.7	5.0	8.3	1.9	-2.6	14.0	-15.0	-2.5	-14.4	4.3
Cc1ccc(C(=O)NNC(=O)Cc2csc(-c3csc(C)n3)n2)cc1	3.2	-2.0	7.8	3.0	-0.2	-4.2	21.0	-5.0	8.3	-4.4	0.2
Cc1ccc(C2=CC(c3ccccc3)n3ncnc3N2)cc1 (stereo unspecified)	8.1	1.5	-4.3	-7.5	2.5	0.1	-0.6	407.4	8.9	3.1	2.6
S=c1[nH]nc(-c2ccc3ccccc3n2)n1-c1ccccc1	-3.1	-0.5	-0.9	23.3	0.5	-1.0	5.2	-7.0	2.3	1.2	0.6
Cc1ccccc1NC(=O)c1ccc([N+](=O)[O-])o1	12.6	11.1*	-9.4	1.2	24.2*	3.6	-16.8	-17.7	-4.9	-1.2	9.6
COc1ccc(C2C(C#N)=C(N)Oc3n[nH]c(C)c32)cc1CN1CCN(c2ccc(F)cc2)CC1 (stereo unspecified)	-12.3	1.4	0.1	-18.2	2.3	0.4	-1.9	-1.5	-11.9	-0.2	2.5

Compound activity as filed in PubChem BioAssay.
